HEK293 NOD2/NF-kB: NOD2 signaling inhibitors, cell-based, luminescence, uHTS, HEK293 (AID 1566). HEK293 NOD2/NF-kB luciferase reporter, luminescence; higher % means a stronger effect. inhibition, % at 4 µM; hits with a dose series show EC50 in µM. hit rate 0.63% among 290,000; further: many of its hits are not listed in these tables
P. falciparum M17LAP: P. falciparum M17LAP inhibitors, primary screen, biochemical, fluorogenic H-Leu-NHMec substrate, 1536-well (AID 1619); Leucine aminopeptidase (Plasmodium falciparum (isolate 3D7)); recombinant M17LAP, H-Leu-NHMec fluorogenic kinetic assay; higher % means a stronger effect; inhibition, % at 30 µM, or IC50 in µM where a hit was titrated; hit rate 0.38% among 220,000;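 active means compound inhibiting the enzyme by more than half at any dose during confirmatory dose-response retesting; inconclusive means strong single-dose inhibitors picked by rank but not retested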;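 further: plate controls were full reaction with DMSO carrier for no effect and no enzyme background for full effect; strong numbers were not always called active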
KOR beta-arrestin-1: KOR agonists, beta-arrestin recruitment, primary screen, cell-based, luminescence, uHTS (AID 1777). Kappa-type opioid receptor (Homo sapiens). KOR beta-arrestin recruitment, luminescence; higher % means a stronger effect. one-dose activation, % at 10 µM; EC50 in µM for titrated hits. hit rate 0.02% among 280,000; in the data active means activation above about 50%, passing the limit was not always enough; further: a part of the inactive calls stands beside numbers as strong as those of hits
KOR beta-arrestin-2: KOR antagonists, beta-arrestin recruitment, cell-based, luminescence, uHTS (AID 1778); KOR beta-arrestin recruitment, luminescence, antagonist mode; higher % means a stronger effect; one-dose inhibition, % at 10 µM; IC50 in µM for titrated hits; hit rate 0.091% among 290,000; further: strong numbers were not always called active
AID2073: inhibitors of Mint1-CaV2.2 protein interaction, biochemical, HTRF (AID 2073). hit rate 0.19% among 290,000. HTRF protein-protein interaction, Mint1-CaV2.2; higher % means a stronger effect. Voltage-dependent N-type calcium channel subunit alpha-1B (Homo sapiens). inhibition, % at 20 µM; hits with a dose series show IC50 in µM; in the data active means inhibition mostly above about 51%, no sharp cut-off; inconclusive means no clear call, values can overlap the other calls; inactive means mostly below about 53%; further: some results filed as inactive read as strong as hits
GPR55 beta-arrestin: GPR55 agonists via beta-arrestin recruitment, primary screen, imaging, U2OS cells, beta-arrestin-GFP redistribution (AID 1961) | G-protein coupled receptor 55 (Homo sapiens) | U2OS GPR55 beta-arrestin-GFP redistribution imaging; higher % means a stronger effect | activation, % at 10 µM, or EC50 in µM where a hit was titrated | hit rate 0.048% among 290,000;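 active means activation above 40% with more than 50 cells counted in the well; inconclusive means wells holding fewer than 50 cells, flagged as toxic or sparse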;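 further: U2OS osteosarcoma cells stably expressing GPR55 and beta-arrestin-GFP; plate controls were DMSO negative control for no effect and LPI positive control for full effect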
Dynein transport: inhibitors of GR-EGFP nuclear translocation, primary screen, dynein cargo transport inhibitor project, imaging, high-content, 3617.4 mouse cells | AID 1381, 2008 | test concentration mostly 20 µM; stimulated with dexamethasone, 1 µM; active compounds read low | hit rate 0.47% among 220,000 | z-score, hits read low;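 active means plate z-score of nuclear minus cytoplasmic receptor signal below a set negative limit, without overly bright fluorescence or cell loss, cut at about -3.5 in these data, passing the limit was not always enough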;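 further: z-score of nuclear minus cytoplasmic ring GR-EGFP intensity difference per well; some compounds called inactive have numbers as strong as hits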
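medium = tetracycline-free induction medium containing charcoal-stripped FBS | also added = 1.0 µM final dexamethasone stimulus | schedule = 48 h induction, 1 h compound, 30 min dex at 37 °C | technique = fixed, Hoechst-stained cells imaged at 10x for EGFP | measure = GR-EGFP nuclear translocation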
P. falciparum M1AAP: P. falciparum M1AAP inhibitors, biochemical, fluorogenic H-Leu-NHMec substrate, 1536-well (AID 1445); recombinant M1AAP, H-Leu-NHMec fluorogenic kinetic assay; higher % means a stronger effect; inhibition, % at 30 µM, or IC50 in µM where a hit was titrated; hit rate 0.42% among 220,000;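 active means primary inhibition above the hit cutoff, then over 50% inhibition at one or more dose response concentrations, cut at about 23% in these data, passing the limit was not always enough; inconclusive means conflicting primary data, or primary hits not chosen for dose response; inactive means low primary inhibition, or under 50% at every dose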;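 further: plate controls were DMSO full reaction for no effect and no enzyme background for full effect; strong numbers were not always called active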
NOD1 inhibition: NOD1 signaling inhibitors, primary screen, cell-based, luminescence, uHTS (AID 1578); NOD1-driven NF-kB luciferase reporter cells, luminescence; higher % means a stronger effect; inhibition, % at 4 µM, or EC50 in µM where a hit was titrated; hit rate 1% among 290,000; in the data active means inhibition mostly above about 36%, no sharp cut-off; inactive means mostly below about 34%;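 further: HEK-293T reporter cells stimulated with the NOD1 agonist gamma-tri-DAP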
Dynein transport cytoplasmic EGFP: further read-out of Dynein transport, marked with its call; z-score; measured here: cytoplasmic GR-EGFP intensity; active compounds read high
Dynein transport nuclear GR-EGFP: further read-out of Dynein transport, marked with its call; z-score; measured here: nuclear GR-EGFP intensity;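 lower value marks the stronger effect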
Dynein transport cell count: recorded beside Dynein transport, whose call it bears; z-score; measured here: cell count per field
* marks the source's active call; other numbers are inactive results; ? = inconclusive; · = no result given; [ ] = another dose, or the depositor's remark. Unless noted, no stated cut-off is given here; in the data, active means inhibition above about 50%; inactive means the rest.

No.	canonical_smiles	P. falciparum M17LAP	AID2073	Dynein transport cytoplasmic EGFP	KOR beta-arrestin-2	Dynein transport	Dynein transport nuclear GR-EGFP	Dynein transport cell count	NOD1 inhibition	P. falciparum M1AAP	HEK293 NOD2/NF-kB	KOR beta-arrestin-1	GPR55 beta-arrestin
1	Cc1cnn(CCC(=O)NNC(=S)Nc2ccc(F)cc2)c1	2%	-28%	-0.23	20%	1.5	1.4	-0.61	15%	4%	10%	0.0%	-0.1%
2	Cc1cccc(C(C)Nc2ccc([N+](=O)[O-])cn2)c1 (centres undefined)	19%	-1%	-0.043	-36%	1.7	-0.066	-1.7	35%	12%	-14%	6.4%	0.3%
3	Cc1ccccc1-c1nnc2c3ccccc3c(C)nn12	9%	8%	-0.25	-21%	0.27	0.096	0.78	-19%	4%	13%	1.6%	0.4%
4	COc1ccc(NC(=O)CCc2c(C)nc3nc(CNC(=O)c4cccc(F)c4)nn3c2C)cc1OC	·	-1%	·	-23%	·	·	·	2%	·	15%	-2.8%	0.1%
5	O=C(COC(=O)c1ccccc1Nc1ccccc1)NCc1ccccc1	5%	13%	-0.12	9%	1	0.26	0.6	-15%	7%	-5%	-0.5%	-0.2%
6	NNC(=O)C(=O)/C=C1\NC2(CCCC2)Cc2ccccc21	29%	8%	-0.28	13%	-1.2	-0.54	1	-8%	16%	7%	-5.1%	-0.1%
7	Cc1ccc(C(=O)Nc2ccc(S(=O)(=O)N3CCCC3)cc2)o1	·	10%	·	14%	·	·	·	-29%	·	2%	-0.7%	0.0%
8	COC(=O)[C@H](C)NC(=O)Nc1cc(Cl)ccc1C	2%	8%	-0.2	0%	2.6	1.4	-0.99	-69%	11%	-9%	-4.0%	-0.1%
9	N#Cc1c(NC(=O)C2C3C=CC(C3)C2C(=O)O)sc2c1CCCCC2 (centres undefined)	1.4µM*	-1%	-0.1	-15%[20 µM]	0.61	-0.34	1.1	16%	7%	-1%	2.2%	-0.1%
10	CC[N+](C)(CC)CCC(c1ccccc1)C1CCCCC1 (centres undefined)	·	-2%	·	-6%[20 µM]	·	·	·	-27%	·	7%	-6.1%	0.8%
11	O=C(O)CCC(=O)NNC(=O)c1cccc(Br)c1	6%	-6%	-0.22	22%	0.084	0.15	0.48	45%	11%	1%	-0.8%	0.6%
12	COCC1CCCCN1C(=O)c1ccc2oc(CCc3ccccc3)nc2c1 (centres undefined)	·	-4%	·	-1%	·	·	·	-71%	·	-16%	3.2%	-0.1%
13	CCOC(=O)C1=C(C)NC(=O)C1CC(=O)Nc1ccccc1 (centres undefined)	15%	0%	-0.21	-12%	-0.1	-0.13	0.89	-35%	6%	-7%	-0.4%	0.2%
14	CN(C)CC(=O)N1c2ccccc2Sc2ccc(Cl)cc21	5%	3%	1.2	-15%[20 µM]	-0.9	-0.22	0.58	-23%	3%	15%	-7.7%	-0.1%
15	O=C(Nc1nnc(CCS(=O)(=O)c2ccc3ccccc3c2)s1)c1cccs1	12%	17%	-0.21	17%	0.36	-0.03	-0.18	-30%	-8%	-9%	1.2%	-0.3%
16	CCOC(=O)c1ccc(N(C(=O)c2ccco2)C(C(=O)NC2CCCC2)c2ccncc2)cc1 (centres undefined)	·	6%	·	-36%	·	·	·	-10%	·	16%	13%	-0.2%
17	O=S(=O)(NC1CC1)c1ccc(S(=O)(=O)N2CCCc3ccccc32)cc1	-1%	-6%	-0.21	-40%	-1.3	-0.55	0.87	21%	3%	15%	12%	-0.2%
18	Cc1cccc(C)c1NC(=O)Nc1ccccc1-n1ccnc1	-6%	8%	-0.3	-1%	-0.26	0.018	0.35	-14%	-2%	4%	1.6%	0.0%
19	NC(=O)c1ccc(=O)n(Cc2ccc(F)c(F)c2)c1	·	0%	·	-2%	·	·	·	-15%	·	6%	1.9%	0.3%
20	O=C(Cc1ccc(Cl)cc1)Nc1ccc(S(=O)(=O)N2CCOCC2)cc1	·	-11%	·	14%	·	·	·	-7%	·	-7%	1.4%	-0.1%
21	CCOc1ccc(C=NC23CN4CN(CN(C4)C2)C3)cc1	2%	2%	-0.2	-41%	0.22	0.2	0.24	-63%	2%	-12%	5.9%	-0.1%
22	Cc1ccc2nc3c(cc(C(=O)NCc4ccco4)c(=N)n3C3CCCC3)c(=O)n2c1	·	24%	·	5%	·	·	·	-17%	·	11%	-1.4%	?
23	COc1cc([N+](=O)[O-])c(OC)cc1SCc1n[nH]c(=S)n1-c1ccc(C)cc1	13%	-24%	-0.22	28%	0.72	0.89	-0.36	-6%	4%	17%	-2.8%	-0.1%
24	COc1ccccc1NC(=O)CN(c1ccc(C23CC4CC(CC(C4)C2)C3)cc1)S(C)(=O)=O	-12%	3%	-0.21	10%	-1.4	0.031	0.76	-9%	-2%	-4%	0.0%	-0.1%
25	CCc1nnc(NC(=O)CCC(=O)N2CCN(CCc3ccccc3)CC2)s1	-3%	-1%	·	13%	·	·	·	-17%	-5%	-4%	-2.8%	0.3%
26	COc1ccc(NC(C)=O)cc1NC(=O)CSc1nnc(-c2cccnc2)n1C	-4%	-3%	-0.34	-2%	0.63	0.66	-0.43	9%	-2%	10%	9.5%	-0.2%
27	CCOc1ccc(N(Cc2ccccc2F)C2=NC3CS(=O)(=O)CC3S2)cc1 (centres undefined)	8%	-8%	-0.23	6%	1.6	0.73	-0.29	9%	8%	9%	-0.9%	-0.1%
28	O=c1[nH]c2cc3c(cc2cc1CN(Cc1cccnc1)C(=S)NCc1ccco1)OCCO3	6%	27%	-0.15	-9%[20 µM]	0.57	0.56	-1.3	28%	11%	13%	4.1%	0.0%
29	C/C(=N\NC(=O)c1ccccc1N)c1ccc(NC(=O)Cc2ccccc2)cc1	·	6%	·	13%	·	·	·	-52%	·	-20%	4.6%	-0.1%
30	Cc1cc(S(=O)(=O)N2CCOCC2)ccc1OCC(=O)Nc1ccccc1C(F)(F)F	·	19%	·	-8%	·	·	·	-32%	·	-5%	7.6%	-0.2%
31	O=C(NC1CCCCC1)C(c1ccccc1)N(C(=O)c1cccs1)c1ccc2c(c1)OCO2 (centres undefined)	6%	12%	-0.2	12%	2.2	0.62	-1.3	-31%	9%	2%	-0.4%	-0.2%
32	CN(C(=O)CNC(=O)c1ccc(Br)o1)C1CCCCC1	·	6%	·	-12%	·	·	·	-35%	·	-18%	-1.1%	-0.2%
33	CCc1ccccc1Nc1nc(-c2cccnc2)cs1	·	-5%	·	-39%[20 µM]	·	·	·	8%	·	-2%	3.4%	0.6%
34	O=C(Nc1ccc(O)cc1C(=O)O)c1ccc2c(c1)C(=O)N(Cc1ccco1)C2=O	-9%	3%	-0.25	46%	-0.057	0.085	0.14	-15%	15%	-2%	-0.7%	0.2%
35	Cc1ccc(C)c(OCCCCn2cnc3ccccc3c2=O)c1	1%	-3%	-0.17	1%	1.3	0.72	-1.5	6%	3%	-11%	-1.4%	-0.3%
36	Clc1cccc(Cl)c1-c1nnc2cccc(Cl)n12	-10%	4%	-0.22	7%	0.079	0.44	0.81	-15%	-3%	10%	-0.3%	0.4%
37	N#Cc1c2n(c3c(=O)n(Cc4ccc(Cl)cc4)cnc13)CCCCC2	1%	?	0.34	34%	-0.23	0.001	0.24	-18%	10%	7%	-2.2%	-0.1%
38	COCCn1c(SCC(=O)N2CCCC(C)C2)nnc1-c1ccco1 (centres undefined)	·	7%	·	5%	·	·	·	-11%	·	-12%	19%	-0.2%
39	COc1ccc(-n2cc(CNC(C)c3ccncn3)c(-c3cccc(F)c3)n2)cc1 (centres undefined)	12%	3%	-0.32	-49%[20 µM]	-0.78	-0.43	0.59	-48%	2%	-5%	·	0.8%
40	CCOc1cc(/C=N/n2cnnc2)ccc1OS(=O)(=O)c1ccccc1	3%	-3%	-0.3	-26%[20 µM]	1.4	0.93	-0.0093	-12%	1%	11%	-3.5%	0.5%
41	Cc1nn(CCC(=O)NCc2ccc(N(C)C)cc2)c(=O)c2nn(-c3ccccc3)c(C)c12	·	10%	·	-4%	·	·	·	1%	·	22%	-1.9%	-0.1%
42	O=C(Nc1ccccc1)C1CCN(C(=O)c2ccc([N+](=O)[O-])cc2)CC1	-3%	6%	-0.21	-29%[20 µM]	1.6	0.99	-0.76	-17%	3%	-7%	-3.6%	0.5%
43	COC(=O)/C(=C\c1ccc2c(c1)c1ccccc1n2C)NC(=O)c1ccccc1	3%	19%	-0.27	-49%	-0.0016	0.056	1	-6%	0%	-12%	9.3%	-0.2%
44	Clc1ccccc1/C=C/C=N/Nc1nc(N2CCOCC2)nc(N2CCOCC2)n1	-6%	1%	-0.3	-15%	-0.49	-0.29	0.65	2%	14%	-21%	-3.9%	0.6%
45	COc1cccc(-c2nc(-c3ccc(NC(=O)c4cccs4)cc3)no2)c1	1%	13%	-0.18	-7%	-0.41	-0.42	0.031	·	-3%	-9%	0.0%	0.3%
46	CC(C)n1c(O)c(N=Nc2ccc(Cl)c(C(=O)O)c2)c2ccccc21	3%	12%	-0.82	-1%	-0.52	-0.59	0.37	2%	8%	-5%	12%	0.0%
47	Cc1ccc(C(=O)NCc2ccc3c(c2)OCO3)cc1S(=O)(=O)N1CCCCC1	7%	1%	-0.26	-26%	0.37	0.2	0.4	10%	-1%	-4%	-1.6%	-0.1%
48	CCc1ccc(CCC(=O)Nc2ccc(C(C)=O)cc2)o1	5%	-6%	-0.23	-6%	-1.6	-0.77	1.2	-44%	0%	-22%	0.8%	-0.4%
49	Nc1nc2c([N+](=O)[O-])cccc2s1	-3%	9%	-0.34	-50%[20 µM]	-0.41	-0.25	1.1	-31%	2%	-7%	-6.7%	0.3%

An excerpt; the hit share may differ from the screen's.
